Assay outcomes: PubChem BioAssay, National Center for Advancing Translational Sciences (NCATS)
Fluorescein autfl – compound fluoresces in the fluorescein spectral region; 59,000 tested, 0.91% active; Compound autofluorescence, 480/540 nm, fluorescein-equivalent; hits give high values; max fluorescein-equivalent concentration, M; in the data active means max fluorescein-equivalent concentration above about 10 nM; inconclusive means between about 1.1 nM and that limit
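Autofluorescence profiling; 100 mM Tris, pH 8.0; incubation 15 min at RT; ex/em 480/540 nm; result as fluorescein-equivalent concentration.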
Tau filament bind – binders of human tau filaments; Potency, µM (doses to about 57.1 µM), for inactives: top-dose activity change, negative = inhibition; 71,000 tested, 2% active; recombinant tau filaments, thioflavin S fluorescence, 15 h; filaments grown with octadecylsulfate alongside compound; P10636;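 further: potency means the concentration at half of the fitted maximal effect; on the % scale 0 is the no-effect control and ±100 the full control effect; actives lower thioflavin S fluorescence by blocking filaments or displacing dye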
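His-tagged recombinant human tau (exons 2, 3 and 10 included), 1 uM, was induced to fibrillize by 30 uM sodium octadecylsulfate with compound present. After 15 h at 37 C, thioflavine S fluorescence (ex 450, em 510 nm) was read.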
HEK293 cAMP cs – raises cAMP in parental HEK293 cells, TSHR agonist counter-screen; 73,000 tested, 2.5% active; AID 938; Potency, µM (top dose mostly 57.1 µM), for the others: at the top dose activation, hits mostly activators; parental HEK293 CNG cAMP sensor, membrane potential fluorescence; further: potency means the concentration at half of the fitted maximal effect; % of control where 0% means no effect; nearly all actives have a fitted effect of over 55% in size
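Parental HEK 293 cells stably expressing a cAMP-gated CNG channel were loaded with membrane potential dye containing 100 uM RO 20-1724 for 60 min. Compound added for 30 min; depolarization read as fluorescence intensity at 590 nm.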
Luciferase inh – firefly luciferase inhibition; P08659; purified firefly luciferase, luminescence, 8 min; Potency, µM (highest dose often 57.1 µM), for inactives: at the highest dose activity change, negative = inhibition, hits mostly inhibitors; 72,000 tested, 2.2% active; further: potency means the concentration at half of the fitted maximal effect; on the % scale 0 is the no-effect control and ±100 the full control effect; nearly all actives have a fitted effect of over 40% in size
Target sequence (P08659 whole entry, looked up): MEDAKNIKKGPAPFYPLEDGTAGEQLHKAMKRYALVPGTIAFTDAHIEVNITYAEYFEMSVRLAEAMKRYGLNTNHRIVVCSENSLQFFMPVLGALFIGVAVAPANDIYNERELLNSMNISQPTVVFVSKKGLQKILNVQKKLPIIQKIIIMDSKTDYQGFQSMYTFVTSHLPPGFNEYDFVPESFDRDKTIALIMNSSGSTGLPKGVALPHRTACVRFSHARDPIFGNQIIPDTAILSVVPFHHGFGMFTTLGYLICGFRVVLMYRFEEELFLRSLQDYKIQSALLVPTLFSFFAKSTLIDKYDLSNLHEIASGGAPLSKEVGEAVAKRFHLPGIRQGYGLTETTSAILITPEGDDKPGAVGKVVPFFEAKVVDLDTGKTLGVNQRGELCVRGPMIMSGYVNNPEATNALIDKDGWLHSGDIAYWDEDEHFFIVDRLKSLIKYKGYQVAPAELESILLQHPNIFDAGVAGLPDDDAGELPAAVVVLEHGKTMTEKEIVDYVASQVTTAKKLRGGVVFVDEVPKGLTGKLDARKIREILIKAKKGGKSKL
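qHTS concentration-response profiling: light output of P. pyralis luciferase with luciferin and 10 uM ATP, imidazole buffer pH 7.2. Read by luminescence after 8-min room-temperature incubation.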
ERK AVP block – vasopressin-driven ERK pathway inhibition; 72,000 tested, 0.99% active; Potency, µM (highest dose often 57.5 µM), for inactives: at the top dose activity, negative = inhibition, usual class: inhibitors; AID 995; HEK293-V1b, vasopressin-stimulated pERK AlphaScreen; further: potency means the concentration at half of the fitted maximal effect; on the % scale 0 is the no-effect control and ±100 the full control effect; nearly all actives have a fitted effect of over 55% in size
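qHTS, compounds titrated on V1b-expressing HEK293 cells. Preincubation 30 min at 37C, vasopressin 25 nM for 5 min, lysis 10 min, bead incubation 5 hr at room temperature.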
HADH2 inhib – blocks human hydroxyacyl-CoA dehydrogenase type II; Q99714; recombinant HADH2, NADH fluorescence, beta-hydroxybutyryl-CoA; Potency, µM (top dose mostly 57.1 µM), inactives show top-dose activity change, negative = inhibition, usual class: inhibitors; 73,000 tested, 3.4% active; AID 886; further: potency means the concentration at half of the fitted maximal effect; on the % scale 0 is the no-effect control and ±100 the full control effect; nearly all actives have a fitted effect of over 60% in size; many of its hits are not listed in these tables
Target sequence (Q99714 whole entry, looked up, one chain of several): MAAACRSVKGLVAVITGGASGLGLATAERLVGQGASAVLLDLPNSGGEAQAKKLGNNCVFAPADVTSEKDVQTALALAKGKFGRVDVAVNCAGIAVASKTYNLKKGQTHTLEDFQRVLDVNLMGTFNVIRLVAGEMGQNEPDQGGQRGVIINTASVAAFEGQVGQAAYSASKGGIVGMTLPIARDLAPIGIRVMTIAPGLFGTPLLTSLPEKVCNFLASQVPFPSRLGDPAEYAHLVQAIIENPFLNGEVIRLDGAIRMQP
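NADH fluorescence (ex 360/em 450 nm) read every 30 s for 4 min; activity taken as last-minus-first time point difference. Enzyme 20 nM, NAD+ 1 mM, beta-hydroxybutyryl-CoA 90 uM, pH 9.0 Tris buffer.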
Casp1 inh – allosteric or competitive inhibitors of human caspase-1; 75,000 tested, 0.03% active; Potency, µM (series often up to 57.5 µM), for the others: at the highest dose activity change, negative = inhibition, actives largely listed as inhibitors; P29466; Caspase-1 enzyme, Ac-WEHD-AFC fluorogenic rate;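 further: potency means the concentration at half of the fitted maximal effect; plate controls were vehicle for no effect and no substrate for full effect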
TexasRed autofl – Texas Red region autofluorescence; max dye-equivalent concentration, M; 59,000 tested, 0.06% active; Compound fluorescence, Texas Red channel, 547/618 nm; hits give high values; in the data active means max dye-equivalent concentration above about 10 nM; inconclusive means between about 1.1 nM and that limit
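Texas Red-region profiling: compounds in 100 mM Tris pH 8.0 were read at 547/618 nm after 15 min at room temperature. Intensities were normalized against a six-point Texas Red standard series to give dye-equivalent concentration.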
Casp7 inh – caspase-7 (human) inhibition, allosteric or competitive | AID 889 | P55210 | recombinant caspase-7, Ac-DEVD-AFC fluorescence rate | 75,000 tested, 0.02% active | Potency, µM (doses to about 57.5 µM), for inactives: at the highest dose activity change, negative = inhibition, hits mostly inhibitors; active means well fitted inhibition curve with a large enough effect in the main read-out, with a control signal flat, not every such curve was filed as active; inconclusive means small, poorly fitted or top-dose-only effect, or a change in a side signal; further: potency means the concentration at half of the fitted maximal effect; % of control where 0% means no effect
Rhodamine autofl – rhodamine region autofluorescence. Rhodamine-region fluorescence, 547/598 nm, Tris buffer; hits give high values. max dye-equivalent concentration, M. 59,000 tested, 0.05% active. AID 594; in the data active means max dye-equivalent concentration above about 11 nM; inconclusive means between about 1.1 nM and that limit
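Compound fluorescence in 100 mM Tris, pH 8.0, read after 15 min at room temperature with 547 nm excitation and 598 nm emission. Output is dye-equivalent concentration from an on-plate rhodamine standard series.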
USP2a inh – blocks human ubiquitin-specific protease USP2a | Potency, µM (doses to about 38.3 µM), for inactives: at the highest dose activity change, negative = inhibition, most hits filed as inhibitors | USP2a enzymatic assay, qHTS inhibition | O75604 | 60,000 tested, 0.1% active | AID 927;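 further: potency means the concentration at half of the fitted maximal effect; nearly all actives have a fitted effect of over 60% in size; plate controls were DMSO for no effect and NEM full inhibition control for full effect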
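USP2 core (20 nM final) was preincubated with compound for 30 min at RT in 20 mM Tris-HCl pH 8.0, 2 mM CaCl2, 2 mM beta-mercaptoethanol; Ub-PLA2 (20 nM) plus NBD C6-HPC (20 uM) then added, fluorescence read after 2.5 h.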
Active calls of the source: *; i = inactive; ? = inconclusive; . = no result given; & = joins results of further samples; [ ] = another dose, or the depositor's remark. Unless noted, the call rests on the fitted dose curve; in most records, active means well fitted curve in the direction sought with a large enough effect; inconclusive means small, poorly fitted or top-dose-only effect, or another doubt; inactive means no such curve, though single readings can be large; an effect the other way counts as inactive or inconclusive. The list is partial, so the mix of outcomes need not match the whole.

SMILES | Fluorescein autfl | Tau filament bind | HEK293 cAMP cs | Luciferase inh | ERK AVP block | HADH2 inhib | Casp1 inh | TexasRed autofl | Casp7 inh | Rhodamine autofl | USP2a inh
COCCn1c(-c2ccc(OC)c(OC)c2)nc2ccccc21 | i | 9% | 10% | -10% | -26% | -2% | 0% | i | 0% | i | 3%
CC(C)c1nnc(NC(=O)c2cnccn2)s1 | i | 3% | 6% | -2% | ? | -10% | -1% | i | 1% | i | -4%
CC(=O)Nc1nonc1NC(=O)CSC1=NCCS1 | i | 1% | 2% | 3% | 7% | 3% | 1% | i | 0% | i | 2%
Cc1ccccc1NC(=O)C1CCC(C)(C(=O)O)C1(C)C (configuration not stated) | . | 1% | 1% | -5% | -6% | -2% | 1% | . | 0% | . | 1%
CN1CCN(c2nc3c(c(=O)[nH]c(=O)n3C)n2CCOc2ccccc2)CC1 | i | 2% | -6% | 2% | 4% | 11% | 0% | i | 2% | i | 2%
O=C(Nc1ccccc1C(=O)OCc1nnc(-c2ccccc2)o1)c1ccco1 | ? | 8% | ? | -4% | 11% | ? | -3% | i | -2% | i | 11%
CCOCCCNc1ccc(-c2ccccc2)nn1 | i | -10% | 2% | ? | 8% | 11% | 2% | i | -1% | i | 60%[activator]
NC/C=C\C(=O)O | ? | -15%&-4%&-6% | -3%&5% | -1%&-3%&-2% | 17%&21% | -9%&-6%&-6% | -4%&0% | i | 2%&0% | i | -1%&-4%
COc1ccc(NC(=O)N2CCC3(CC2)CCN(C(=O)c2cnccn2)CC3)cc1 | i | -4% | 26% | -1%[11.4 µM] | -16% | -1% | -2% | i | 0% | i | 2%
COC(=O)CC1Nc2ccccc2SC1=O (configuration not stated) | ? | -4% | -6% | 7% | -17% | 5% | 1% | i | 0% | i | -5%
CCN(CC)S(=O)(=O)c1ccc(C(=O)OC2CCCCC2CN(C)C)cc1 (configuration not stated) | i | -16% | 1% | 1% | -5% | -6% | 2% | ? | -1% | i | 4%
Nc1ncc(-c2ccccc2)n1CC1CCCO1 (configuration not stated) | ? | -19% | 11% | 0% | 9% | 3% | 1% | i | 6% | i | 12%
CCOC(=O)C(NC(=O)Nc1ccccc1)(OCC)C(F)(F)F (configuration not stated) | ? | -7% | 3% | 3% | -1% | 7% | -1% | i | -2% | i | 4%
C=CCCC/C=C(/C)C(OCc1ccc(OC)cc1)C(CC/C=C(\C)C(N)=O)OC (configuration not stated) | . | . | 7%[11.4 µM] | . | 14%[11.5 µM] | 0%[11.4 µM] | 0%[11.5 µM] | . | 0%[11.5 µM] | . | .
CC(C)C(c1nnnn1Cc1ccco1)N1CCN(C2CCCC2)CC1 (configuration not stated) | i | -7% | ? | 1% | 13% | -6% | 1% | i | . | i | -13%
CN=c1scc(C)n1/N=C/c1ccc(O)cc1 | ? | ? | -2% | 13µM* | -4% | -8% | -5% | i | -7% | i | 4%
CN1CCN(c2ncncc2-c2ccc(N(C)C)cc2)CC1 | ? | -25% | 1% | 0%[2.29 µM] | ? | ? | -1% | i | -2% | i | 1%
CCN1C(=O)/C(=C2/Sc3ccccc3N2CCCS(=O)(=O)O)SC1=S | ? | 87% | 12% | -4% | -26% | 20µM* | ? | i | ? | i | -16%
Cc1csc2nc3ccccc3c(=O)n12 | i | 2% | 0% | -2% | -14% | ? | 0% | i | 1% | i | -2%
CC(=O)c1cccc(NS(=O)(=O)N2CCCCC2)c1 | i | -4% | 0% | -2% | -8% | -4% | 0% | i | -2% | i | 20%
Cc1nc2cnc(Oc3ccccc3)nc2n(C)c1=O | i | 2% | ? | 0%[11.4 µM] | ? | -9% | -1% | i | -4% | i | 22%
O=C(Oc1ccccc1C(=O)N1CCOCC1)c1ccccc1 | ? | 3% | 2% | 3% | -11% | 7% | -1% | i | -3% | i | -6%
O=C(Nc1nncs1)Oc1ccccc1 | i | -10% | 2% | -2% | -9% | 1% | 1% | i | 0% | i | -3%
CC1CCN(C(=O)C2CCC(CNS(=O)(=O)c3cccc4cccnc34)CC2)CC1 (configuration not stated) | . | 1% | 15% | 2% | 1% | -10% | -1% | . | 1% | . | .
CCOC(=O)c1c(C)[nH]c(C(=O)COC(=O)c2ccncc2)c1C | ? | -18% | 4% | -2% | -16% | 18% | -1% | ? | 4% | i | 14%
Nn1c(Nc2ccccc2)nc2ccccc21 | . | -2% | -1% | 13µM* | -5% | -4% | -3% | . | 0% | . | 4%
COc1ccc(N(C)C(=O)CCS(=O)(=O)c2cccc3nonc23)cc1 | i | -2% | 0% | 0% | 2% | -12% | -1% | i | 1% | i | 0%
COc1ccc(/C=N/n2cc(-c3ccccc3)nc2N)cc1 | . | 14% | 2% | -3% | -9% | -7% | -6% | . | -2% | . | 17%
CC1Cc2nc(SCC(=O)NCc3ccco3)n(-c3ccccc3)c(=O)c2S1 (configuration not stated) | . | -12% | 12% | ? | . | 24% | -11% | . | -4% | . | .
O=C1c2ccccc2C(Nc2ccc(F)c(Cl)c2)N1c1ccccn1 (configuration not stated) | . | 320% | 13% | 0% | -22% | -2% | -3% | . | -1% | . | .
c1c2c(cc3sc(N4CCCCC4)nc13)OCO2 | ? | -29% | 14% | 6.3µM* | -27% | ? | -1% | ? | -5% | i | -16%
COc1ccccc1NC(=O)COc1ccc(C(=O)OCC(=O)N2CCCC2=O)cc1OC | ? | 9% | 6% | 1% | 15% | 20% | 3% | i | 0% | i | 1%
CC(C(=O)NCC1CCCO1)N(C(=O)c1snc(C(N)=O)c1N)c1cccc(F)c1 (configuration not stated) | i | 5% | ? | 0% | 19% | ? | ? | i | -18% | i | 7%
COc1ccc(CNc2ccc3cn[nH]c3c2)c(OC)c1OC | . | 0% | 8% | -1% | -25% | -29% | -4% | . | -1% | . | 2%
O=C(CN1CCN(Cc2ccccc2)CC1)c1c[nH]c2ccccc12 | i | -14% | 12% | -1% | 5% | 3% | -3% | ? | 0% | i | 26%
O=S1(=O)NC(=NCc2ccccc2)c2ccccc21 | i | 3% | 0% | -1% | -5% | 1% | -1% | i | 0% | i | -4%
CCC(CC)NC(=O)c1n[nH]c(=O)c2ccccc12 | i | 4% | -9% | -3% | 10% | 5% | 7% | ? | -1% | i | 2%
Cc1cc(Cl)ccc1OCCCC(=O)NC1CCN(C)CC1 | ? | -4% | 2% | 1% | 9% | 10% | -1% | i | -1% | i | 4%
CCCn1c(=O)[nH]c(=O)c2[nH]cnc21 | ? | -1% | 7% | 1%[25.5 µM] | -3% | ? | 2% | i | 1% | i | -3%
O=C(Nc1nn(Cc2ccccc2F)cc1Br)c1cccs1 | i | 4% | 7% | 0% | -26% | -3% | 0% | ? | 0% | i | 5%

9 compounds out of the list, ordered by molecular weight, rising:
SMILES | Fluorescein autfl | Tau filament bind | HEK293 cAMP cs | Luciferase inh | ERK AVP block | HADH2 inhib | Casp1 inh | TexasRed autofl | Casp7 inh | Rhodamine autofl | USP2a inh
CCCn1c(=O)[nH]c(=O)c2[nH]cnc21 | ? | -1% | 7% | 1%[25.5 µM] | -3% | ? | 2% | i | 1% | i | -3%
c1c2c(cc3sc(N4CCCCC4)nc13)OCO2 | ? | -29% | 14% | 6.3µM* | -27% | ? | -1% | ? | -5% | i | -16%
O=S1(=O)NC(=NCc2ccccc2)c2ccccc21 | i | 3% | 0% | -1% | -5% | 1% | -1% | i | 0% | i | -4%
COc1ccc(CNc2ccc3cn[nH]c3c2)c(OC)c1OC | . | 0% | 8% | -1% | -25% | -29% | -4% | . | -1% | . | 2%
Cc1cc(Cl)ccc1OCCCC(=O)NC1CCN(C)CC1 | ? | -4% | 2% | 1% | 9% | 10% | -1% | i | -1% | i | 4%
O=C(CN1CCN(Cc2ccccc2)CC1)c1c[nH]c2ccccc12 | i | -14% | 12% | -1% | 5% | 3% | -3% | ? | 0% | i | 26%
O=C1c2ccccc2C(Nc2ccc(F)c(Cl)c2)N1c1ccccn1 (configuration not stated) | . | 320% | 13% | 0% | -22% | -2% | -3% | . | -1% | . | .
O=C(Nc1nn(Cc2ccccc2F)cc1Br)c1cccs1 | i | 4% | 7% | 0% | -26% | -3% | 0% | ? | 0% | i | 5%
CC1Cc2nc(SCC(=O)NCc3ccco3)n(-c3ccccc3)c(=O)c2S1 (configuration not stated) | . | -12% | 12% | ? | . | 24% | -11% | . | -4% | . | .
